APJ antagonist = antagonists of human apelin receptor APJ, primary screen, CHO-K1 cells, beta-arrestin complementation, luminescence; P35414; inhibition, % at 20 µM; 330,000 compounds, 0.32% hits; AID 2521, 2010;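 active = inhibition above about 40% at 20 µM, limit read from the data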;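 also: cells challenged with 10 nM apelin-13 agonist together with compound; plate controls were apelin-13 plus DMSO wells for no effect and DMSO wells lacking apelin-13 for full effect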
Target sequence (P35414 whole entry, looked up): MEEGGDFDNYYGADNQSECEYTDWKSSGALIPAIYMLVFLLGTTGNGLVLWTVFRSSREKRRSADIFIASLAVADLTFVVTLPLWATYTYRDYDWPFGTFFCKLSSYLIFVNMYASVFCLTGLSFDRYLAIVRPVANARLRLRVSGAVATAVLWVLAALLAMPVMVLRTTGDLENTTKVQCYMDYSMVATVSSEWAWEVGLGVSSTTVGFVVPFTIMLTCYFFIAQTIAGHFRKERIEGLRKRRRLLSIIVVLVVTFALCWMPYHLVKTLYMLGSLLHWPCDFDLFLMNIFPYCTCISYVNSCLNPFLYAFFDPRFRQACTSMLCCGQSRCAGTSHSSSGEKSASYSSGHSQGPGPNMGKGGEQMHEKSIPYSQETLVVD
Mdm2-MdmX inh = inhibitors of human Mdm2-MdmX association, primary screen, cell-based, luminescence, split luciferase, SaOS-2, uHTS; Protein Mdm4 (Homo sapiens) + E3 ubiquitin-protein ligase Mdm2 (Homo sapiens), …; SaOS-2 split-luciferase Mdm2/MdmX complementation; inhibition, % at 8 µM; 330,000 compounds, 3% hits; AID 485346, 2010;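 active = inhibition of at least 50% at 8 µM in the primary screen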
UPR CHOP act = activators of apoptotic CHOP UPR arm, primary screen, cell-based, CHO-CHOP luciferase reporter, luminescence, uHTS | UPR activation; percent of tunicamycin response over DMSO baseline | activation, % at 10 µM | 330,000 compounds, 0.34% hits;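 active = at 10 µM dose, activation of 40% or more, normalized to positive control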;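 also: 100% = tunicamycin at 10 µg/mL and 0% = DMSO alone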
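measured by = luciferase luminescence | assay system = CHO-CHOP cells, stable luciferase reporter of PERK-eIF2a-CHOP signalling | amount = 500 reporter cells seeded per well | timing = 6 h compound exposure at 37 °C after overnight seeding | controls = positive tunicamycin 10 µg/mL, negative DMSO alone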
tim10-1 inh = growth inhibitors of tim10-1 mutant yeast, primary screen, luminescence, uHTS; S. cerevisiae tim10-1 ts strain growth, BacTiter-Glo, 24 h; 330,000 compounds, 2.2% hits; inhibition, % at 20 µM;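 active = inhibition of at least 40%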;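 also: mutant grown at 25 °C; 0% = DMSO wells with yeast and 100% = wells holding no yeast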
tim23-1 inh = growth inhibitors of tim23-1 mutant yeast, primary screen, luminescence, uHTS; S. cerevisiae tim23-1 growth, BacTiter-Glo luminescence, 24 h; inhibition, % at 20 µM; AID 463212, 2010; 330,000 compounds, 1.3% hits;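 active = growth inhibition of the mutant yeast at or above 50%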;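 also: temperature-sensitive mutant grown at 25 °C; plate controls were DMSO-treated mutant yeast for no effect and medium wells lacking yeast for full effect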
XBP1 UPR activ = activators of adaptive XBP1 UPR arm, primary screen, cell-based, CHO-XBP1 luciferase reporter, luminescence, uHTS; 330,000 compounds, 0.33% hits; IRE1-XBP1 UPR activation; percent of tunicamycin response, DMSO as zero; activation, % at 20 µM;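 active = versus positive control, 20 µM dose yields 30% or more activation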;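 also: 100% = tunicamycin at 10 µg/mL and 0% = DMSO only wells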
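Assay system: IRE1-XBP1 luciferase reporter CHO line. Input: 1000 cells/well. Buffer or medium: F12 with 10% serum. Doses: 20 µM, 1% DMSO. Times: overnight seeding at 37 °C, 6 h compound treatment at 37 °C. Technique: Steady-Glo luciferase glow luminescence, 10 min after reagent addition.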
CXCR6 inh = CXCR6 receptor inhibitors, primary screen, cell-based, beta-arrestin, luminescence, CHO-K1 PathHunter, 1536-well | inhibition, % at 20 µM | 360,000 compounds, 0.36% hits; in the data active = inhibition above about 34%, passing the limit was not always enough;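 also: antagonist mode with CXCL16 agonist at 10 nM final; 0% = 10 nM CXCL16 with DMSO and 100% = unstimulated wells without agonist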
Target sequence (O00574 whole entry, looked up): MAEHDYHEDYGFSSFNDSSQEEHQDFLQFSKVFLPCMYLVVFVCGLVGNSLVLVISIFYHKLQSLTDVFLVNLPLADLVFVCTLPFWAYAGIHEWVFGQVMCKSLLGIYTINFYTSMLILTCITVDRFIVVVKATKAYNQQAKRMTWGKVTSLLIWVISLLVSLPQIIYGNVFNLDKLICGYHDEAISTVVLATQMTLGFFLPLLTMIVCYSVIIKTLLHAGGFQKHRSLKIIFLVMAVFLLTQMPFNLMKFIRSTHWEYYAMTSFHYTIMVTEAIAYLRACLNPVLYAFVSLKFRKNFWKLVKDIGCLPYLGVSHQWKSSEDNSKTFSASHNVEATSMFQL
TIM10 inh = growth inhibitors of isogenic TIM10 control yeast, primary screen, counter-screen for tim10-1 yeast inhibitor project, luminescence, uHTS; AID 463195, 2010; inhibition, % at 10 µM; S. cerevisiae TIM10 strain growth, BacTiter-Glo luminescence, 24 h; 330,000 compounds, 1.4% hits;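 active = inhibition of 40% or more at the single tested concentration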;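 also: wild-type TIM10 isogenic control strain grown at permissive 25 °C; 0% = DMSO yeast wells and 100% = minimal medium wells without yeast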
APJ agonist = agonists of human apelin receptor APJ, primary screen, CHO-K1 cells, PathHunter beta-arrestin, luminescence. P35414. AID 2520, 2010. 330,000 compounds, 0.11% hits. 0% DMSO wells, 100% apelin. activation, % at 20 µM;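 active = activation more than six SD over the plate average, tested at 20 µM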;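 also: 0% = DMSO alone and 100% = apelin-13 at 10 nM; some results filed as inactive read as strong as hits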
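Incubation: overnight seeding, 90 min compound at 25 °C, 1 h detection; test system: PathHunter CHO-K1 APJ (AGTRL-1) beta-arrestin reporter cells; amount: 1000 cells/well; doses: one dose, 20 µM compound, 1% DMSO; measured by: beta-gal luminescence; measure: agonist-driven arrestin binding to APJ; benchmarks: negative DMSO alone, positive Apelin-13 at 10 nM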
* = called active by the depositor; . = no result given; & = joins results of further samples. Only part of the results is shown (hit frequency here may not be typical).

SMILES	APJ antagonist	Mdm2-MdmX inh	UPR CHOP act	tim10-1 inh	tim23-1 inh	XBP1 UPR activ	CXCR6 inh	TIM10 inh	APJ agonist
CCn1cc(C(=O)NCCc2ccccc2)c(=O)c2cc(F)c(N3CCN(C)CC3)cc21	0	32	0.3	21	20	2	11	0	1
CC(NCc1cccnc1)c1ccccc1 (stereo not drawn)	0	-7	-1.8	8	-13	-3	6	2	-6
O=C(N/N=C/c1ccc(Cl)cc1)C(=O)N1CCCCCC1	-4	-17	0.1	-10	24	-2	2	10	-1
CCc1cccc(C)c1N1C(=O)CC(C)(C)CC1=O	-3	9	1.6	7	10	-3	8	-3	0
NC(=O)CCC1NC(=S)N(Cc2ccccc2)C1=O (stereo not drawn)	20	4	1.1	16	12	1	8	8	-6
CCOC(=O)NC1(C(F)(F)F)NC(=O)N(c2cccc(C(F)(F)F)c2)C1=O (stereo not drawn)	-19	-2	-0.3	13	11	-1	-7	-2	0
CSc1ccc(/C=C2\NC(=O)NC2=O)cc1	9	2	3.4	8	-11	5	0	14	-3
CCCCN(CCNP(=O)(OCC)OCC)CP(=O)(OCC)OCC	-20	11	0.5	-6	8	-1	1	-12	1
COc1ccc(/C=C(/NC(=O)c2ccco2)C(=O)NCCc2ccccc2)cc1	15	13	0.9	30	25	-3	9	18	-1
CC1CC(C)CN(CCCNC(=O)c2ccc3nc(N4CCOCC4)sc3c2)C1 (stereo not drawn)	7	6	0.1	-25	-10	1	4	-2	-2
COc1ccc(/C=C/C(=O)O)cc1COc1cccc(C)c1	16	3	1.1	20	18	0	-7	3	3
Cc1ccc(S(=O)(=O)c2ccc(NC(=O)c3c(F)cccc3F)cc2)cc1	-7	22	-1.2	32	26	4	-4	20	-4
Cc1csc(=Nc2c(C)n(C)n(-c3ccccc3)c2=O)n1Cc1ccccc1	7	17	-1.8	15	17	-2	8&10	1	-5
CCN1C(=O)[C@H]2[C@@H](c3ccc(C)cc3)N3C(=O)N(c4ccccc4)C(=O)[C@@]3(Cc3ccc(Cl)cc3)[C@H]2C1=O	3	10	1.4	-3	-1	2	-4	0	0
CS(=O)(=O)c1ccc(Cl)c(NC(=O)COC(=O)CNC(=O)c2ccc3ccccc3c2)c1	24	20	0.5	2	11	2	-4	-2	-2
COc1ccc(C(=O)Nc2cc3c(cc2C(=O)O)OCCCO3)c(OC)c1	4	11	3.4	-8	5	-4	6	4	-1
CC(=O)N1CCOc2ccc(S(=O)(=O)N3CCC(C(=O)Nc4ccc(C)cc4C)CC3)cc21	10	-1	0.2	1	-4	-5	10	2	1
O=C(Cn1ncc(Cl)c(Cl)c1=O)NC(=O)NC1CCCCC1	23	100*	-1.4	27	33	-9	3	18	-3
COc1ccc(OC)c(S(=O)(=O)N2CCCC(C(=O)NCc3ccccn3)C2)c1 (stereo not drawn)	22	17	0.1	3	-2	0	-2	7	-3
COc1ccc(NC(C)=O)cc1S(=O)(=O)N1CCN(C(=O)c2ccccc2F)CC1	1	25	-0.6	2	1	0	6	-19	0
CCN(CC)CCN1C(=O)C(=O)/C(=C(/O)c2ccc(S(=O)(=O)N3CCOCC3)cc2)C1c1ccc(Cl)cc1 (stereo not drawn)	2	3	0.3	0	4	-6	2	1	-1
CN(C)Cc1c(O)ccc2oc(Cc3ccccc3)cc12	18	20	-1.2	22	17	0	-1	-6	4
CN1CCN2c3ncccc3Cc3ccccc3C2C1 (stereo not drawn)	2	21	1.3	-26	-7	-8	-2	1	-1
CCN(CC)C(=O)CSc1n[nH]c(=S)n1N	-50	11	0.7	-15	10	-3	-8	5	-2

Given as labelled records: entries from further up.
CN(C)Cc1c(O)ccc2oc(Cc3ccccc3)cc12
  APJ antagonist: 18 | Mdm2-MdmX inh: 20 | UPR CHOP act: -1.2 | tim10-1 inh: 22 | tim23-1 inh: 17 | XBP1 UPR activ: 0 | CXCR6 inh: -1 | TIM10 inh: -6 | APJ agonist: 4
CCOC(=O)NC1(C(F)(F)F)NC(=O)N(c2cccc(C(F)(F)F)c2)C1=O (stereo not drawn)
  APJ antagonist: -19 | Mdm2-MdmX inh: -2 | UPR CHOP act: -0.3 | tim10-1 inh: 13 | tim23-1 inh: 11 | XBP1 UPR activ: -1 | CXCR6 inh: -7 | TIM10 inh: -2 | APJ agonist: 0

Next part.
SMILES	APJ antagonist	Mdm2-MdmX inh	UPR CHOP act	tim10-1 inh	tim23-1 inh	XBP1 UPR activ	CXCR6 inh	TIM10 inh	APJ agonist
CCc1cc2c(=O)c(-c3nc4ccccc4[nH]3)coc2cc1OC(=O)N1CCOCC1	-9	11	7.0	17	19	1	-12	57*	1
COc1ccc(C(CNC(=O)CNC(=O)c2cccc(Cl)c2)N2CCCC2)cc1 (stereo not drawn)	-5	17	-1.8	-6	-2	-1	4	-5	-5
CC(=O)COc1ccc2c(c1C)O/C(=C\c1ccco1)C2=O	-1	1	2.0	29	24	-4	5	19	-1
Cc1ccc(N(C)S(=O)(=O)c2cccc(C(=O)NC3CC(C)(C)NC(C)(C)C3)c2)cc1	23	35	0.7	-2	8	-1	12	-4	-9
COc1ccc(/C=C/C(=O)Oc2cc(O)cc(O)c2)cc1	9	20	4.1	-47	23	10	5	17	-2
C=CCNC(=O)COc1cc(C)cc(C)c1C	1	-24	0.4	2	-6	1	-10	-6	-1
CC(C)(C)C(=O)N1CCN(CCN2C(=O)c3cccc4cccc(c34)C2=O)CC1	-9	21	0.8	13	4	-2	5	11	-3
COc1cccc(NC(=O)C2C3C=CC(O3)C2C(=O)O)c1 (stereo not drawn)	2	12	3.2	-7	0	-2	-4	-5	0
O=C(COc1ccc(C(=S)N2CCOCC2)cc1Cl)Nc1ccccc1Cl	-10	3	2.4	-16	-5	7	-8	4	-3
c1ccc2c(c1)oc1c(NCC3CCCO3)ncnc12 (stereo not drawn)	4	-27	3.2	9	-2	-3	-6	16	0
CC(NC(=O)c1cc(S(=O)(=O)N(C)C)ccc1N1CCCC1)C1CC2CCC1C2 (stereo not drawn)	14	10	-0.2	-4	-1	-1	6	9	-5
CC(OC(=O)c1cccc(S(=O)(=O)N2CCCCC2)c1)C(=O)NC1CCCCC1C (stereo not drawn)	1	0	2.9	23	18	-1	0	14	-1
COc1ccc(/C=C(\C#N)C(=O)N=CN(C)C)cc1	13	2	3.3	20	14	5	-7	8	-1
S=c1nc(NCc2cccc(Cl)c2)c2ccccc2[nH]1	5	19	5.4	-36	-7	-5	-3	-2	0
C[C@H](CO)N1C[C@H](C)[C@@H](CN(C)S(C)(=O)=O)Oc2ccc(NC(=O)Cn3cnnn3)cc2C1=O	5	4	0.2	-17	1	-3	-3	1	-2
Cc1nc2c(C(=O)NCc3ccccc3Cl)c[nH]n2c(=O)c1Cl	-1	2	0.1	23	15	0	2	16	-3
CC1CC(C)(C)CC2(C1)NC(=O)N(CC(=O)N1CCN(S(=O)(=O)c3cccs3)CC1)C2=O (stereo not drawn)	0	12	1.2	-5	-3	-1	2	5	-4
COc1ccccc1-c1cnn2c(N3CCOCC3)cc(C)nc12	3	1	7.8	5	-16	3	-5	-10	-4
O=C1CC2c3ccccc3C1C1C(=O)N(Cc3ccccc3)C(=O)C21 (stereo not drawn)	-10	17	-0.5	5	12	-2	-2	-2	-7
Cc1cnn(C(=O)c2ccccc2Br)c1	-2	0	-0.1	-3	3	-3	.	-6	-1
O=C(CCCCl)N1CCc2[nH]c3ccccc3c2C1	-3	5	0.0	7	16	1	4	-3	-4
Cc1ccnc(SCCn2c(N3CC(C)CC(C)C3)nc3c2c(=O)n(C)c(=O)n3C)n1 (stereo not drawn)	11	-16	2.4	44*	42	1	-3	27	0
O=C(Cc1c[nH]c2ccccc12)NCc1ccc2c(c1)OCO2	4	16	-0.8	7	9	2	-6	19	-2
Cc1ccc(C(=O)N2CCC(n3nccc3NC(=O)c3ccccc3C)CC2)cn1	4	-1	-0.7	2	6	-4	-4	3	0
COC(C[C@H](O)C[C@H](O)[C@H](C)OCc1ccccc1)OC	13	12	0.4	3	7	1	-3	-6	-2
COc1cc(CNc2nc3ccccc3n2C)cc(OC)c1OC	-7	11	0.8	6	8	-6	0	9	-4
Cc1sc(NC(=O)C2C3CCC(O3)C2C(=O)O)c(C(=O)OC(C)C)c1-c1ccc(Cl)cc1 (stereo not drawn)	13	-10	-1.7	17	9	0	5	17	3
Cc1ccccc1Nc1nnc(SCC(=O)NC(=O)Nc2ccc3c(c2)OCCO3)s1	-11	33	4.4	-5	7	2	.	-3	2
Cc1ccc(SCC2=NNC(=O)C2)cc1	14	5	1.6	34	21	0	-4	18	-1
COc1cccc(C(=O)NCCOc2cc(C)cc(C)c2)c1	-12	4	2.4	-1	19	-5	12	-4	-4
CC(=O)Oc1ccc(C(=O)Nc2ccccc2NC(=O)c2ccc(OC(C)=O)cc2)cc1	5	12	2.4	10	7	3	-3	10	-2
O=C(CN1C(=O)NC2(CCCC2)C1=O)OCc1ccccc1F	9	20	3.2	12	0	1	5	-2	-3
CC(C)(C)n1nnnc1C(c1ccc(F)cc1)N1CCN(Cc2ccc3c(c2)OCO3)CC1 (stereo not drawn)	10	-11	-2.0	8	-5	-2	3	1	-6
O=C(N/N=C/c1cccnc1)c1ccc(NC(=O)c2ccc(F)cc2)cc1	16	-3	1.1	-2	4	0	0	-13	2
Cc1ccc(NC2CCCN(C(=O)c3ccccc3N3CCOCC3)C2)cc1C (stereo not drawn)	17	7	2.1	27	11	-1	7	9	5
O=C(Nc1ccc(S(=O)(=O)N2CCCCC2c2cccnc2)cc1)c1ccccc1F (stereo not drawn)	-14	13	-0.9	52*	12	-1	-5	59*	-1
NC(=O)COC(=O)c1ccc(-c2ccc(O)cc2)cc1	1	22	1.0	-13	-19	2	-12	-7	-4
O=C(O)CCCNS(=O)(=O)c1ccc(NCc2ccccc2)c(C(=O)O)c1	-12	-18	-1.8	16	6	2	5	9	-3
O=C(CN1C(=O)c2ccccc2C1=O)N1CCN(C(=O)c2ccco2)CC1	-11	-32	-1.2	-2	2	-1	-1	-11	-2
CCSc1nc(C)c(C)c(=O)[nH]1	8	10	0.3	15	13	0	1	-16	-3
Cc1c(C#N)c2ccccc2n1CC(=O)N1CCCC1	-2	-1	2.7	5	15	-2	-7	-7	-1
COc1ccccc1CNC(=O)C/C(C)=N/NC(=O)Cc1ccccc1	2	13	-0.4	9	-2	0	-9	2	-3

Bioassay records as filed in PubChem.
